Compound activity as filed in PubChem.
ERb SRC1 inh: ER-beta (human) coactivator binding inhibition | inhibition, % at 25.6 µM | AID 633 | TR-FRET ER-beta LBD / SRC1-Cy5 peptide binding; receptor agonist-loaded with 1 µM estradiol | Q92731 | 1.3% of 86,000 active;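 active means compounds whose percent inhibition of the receptor-coactivator binding signal exceeds about 50% in the single-dose screen, limit read from the data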;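 further: 0% = receptor plus peptide wells without compound and 100% = peptide-only wells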
Target sequence (Q92731 whole entry, looked up, the tested form may be a part): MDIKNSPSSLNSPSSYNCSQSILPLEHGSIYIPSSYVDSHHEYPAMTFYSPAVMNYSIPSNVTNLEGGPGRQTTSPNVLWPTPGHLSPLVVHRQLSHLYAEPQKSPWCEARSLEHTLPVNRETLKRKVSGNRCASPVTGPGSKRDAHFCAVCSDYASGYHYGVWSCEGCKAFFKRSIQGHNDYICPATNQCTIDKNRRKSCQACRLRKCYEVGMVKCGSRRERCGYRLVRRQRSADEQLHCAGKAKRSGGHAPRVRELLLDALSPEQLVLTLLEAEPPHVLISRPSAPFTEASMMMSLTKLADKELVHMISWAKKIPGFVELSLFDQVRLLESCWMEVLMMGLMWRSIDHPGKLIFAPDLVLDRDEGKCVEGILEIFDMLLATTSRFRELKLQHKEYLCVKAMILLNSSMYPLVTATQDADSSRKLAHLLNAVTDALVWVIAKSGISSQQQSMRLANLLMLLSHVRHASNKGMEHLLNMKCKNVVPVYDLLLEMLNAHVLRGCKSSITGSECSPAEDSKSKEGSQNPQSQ
ERa coact inh: ER-alpha (human) coactivator binding inhibition. P03372. TR-FRET ER-alpha LBD / SRC-1 peptide, estradiol-bound. inhibition, % at 25.6 µM. 1.7% of 86,000 active. AID 629; in the data active means inhibition above about 50%;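 further: 0% = receptor plus peptide control and 100% = peptide only without receptor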
Smad3 FoxH1 inh: inhibitors of human Smad3 transcription factor binding. inhibition, % at 25 µM. TR-FRET Smad3/Dy647-FoxH1 peptide binding, europium anti-His. AID 630. 0.29% of 88,000 active;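 active means compounds that reduce the energy-transfer binding signal between the protein and its labelled peptide by more than half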;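 further: 0% = Smad3 plus labelled peptide maximal FRET and 100% = peptide-only background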
Target sequence (P84022 whole entry, looked up): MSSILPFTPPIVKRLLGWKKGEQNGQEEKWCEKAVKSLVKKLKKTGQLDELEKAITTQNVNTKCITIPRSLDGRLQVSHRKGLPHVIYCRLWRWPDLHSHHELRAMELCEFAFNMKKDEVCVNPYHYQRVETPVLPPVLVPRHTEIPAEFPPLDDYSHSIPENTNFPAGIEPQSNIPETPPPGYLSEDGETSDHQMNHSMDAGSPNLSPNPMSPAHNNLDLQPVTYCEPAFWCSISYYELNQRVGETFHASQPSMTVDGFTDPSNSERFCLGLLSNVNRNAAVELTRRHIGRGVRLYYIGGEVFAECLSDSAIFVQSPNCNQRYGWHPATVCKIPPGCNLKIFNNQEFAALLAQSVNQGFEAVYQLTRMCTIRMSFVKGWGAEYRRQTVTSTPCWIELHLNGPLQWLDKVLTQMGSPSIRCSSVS
ERa coact pot: enhances coactivator binding to human estrogen receptor alpha; TR-FRET ERalpha-LBD/SRC-Cy5 coactivator binding, 2 h; 100 = basal binding, no effect; 1.3% of 86,000 active; coactivator binding (% of control), % at 25.6 µM; P03372; AID 639; in the data active means activity above about 200%;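 further: binding measured in presence of low estradiol as agonist stimulus; 0% = peptide alone without receptor and 100% = receptor with peptide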
Lung fibro prol: blocks proliferation of human lung fibroblasts. LL 47 human lung fibroblast viability, ATP luminescence; stronger effect = lower value. viability, % at 10 µM. 1.1% of 85,000 active. AID 719;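 active means viability at or below 50% in the single dose screen; inactive means viability above 50%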;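 further: compound exposure lasted 72 h before the ATP readout; 100% = median luminescence of untreated cell-only wells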
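Times – overnight cell rest, 72 h compound treatment at 37 °C · Test system – human lung fibroblast line LL 47, low passage · Amount – 1,150 cells in each well · Controls – cell-only wells, no compound · Doses – 0.1% DMSO in all compound wells · Measured by – CellTiter-Glo luminescence · Buffer or medium – IMEM plus 15% FBS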
HUVEC inhibit: inhibitors of human endothelial cell proliferation; HUVEC proliferation, CellTiter-Glo luminescence, 72 h; stronger effect = lower value; viability, % at 10 µM (by protocol); 1.1% of 86,000 active;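 active means viability at or below 30%; inactive means viability above 30%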;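 further: 100% = median luminescence of DMSO-only cell control wells on each plate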
MT1-MMP txn act: MT1-MMP promoter transcription activation | HT1080 MT1-MMP promoter luciferase reporter, luminescence, overnight; stronger effect = higher value | activation factor at 10 µM | 0.16% of 86,000 active | AID 750;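 active means activation factor of at least 2 for MT1-MMP transcription at 10 µM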
H69AR inhibit: blocks growth of human H69AR lung tumor cells. H69AR lung tumor viability, ATP luminescence, 72 h; stronger effect = lower value. viability, % at 10 µM. 6% of 85,000 active;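 active means viability at or below 40%; inactive means viability above 40%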;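 further: multidrug resistant small cell line overexpressing MRP-1 efflux transporter; 100% = mean luminescence of untreated control wells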
CD11b adhes enh: enhancers of human CD11b/CD18 binding to fibrinogen; K562 CD11b/CD18 adhesion to fibrinogen, ATPlite luminescence; 0.07% of 93,000 active; activation, % at 10 µM; AID 1499;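 active means 10 µM primary screen giving 50% or more activity, confirmed by 40% or more on retest at that dose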; further: strong numbers were not always called active
* = called active by the depositor; / = not tested or not shown; [ ] = remark or other dose. These rows are one share of the data. The share of hits here may be higher or lower than overall.

SMILES	ERb SRC1 inh	ERa coact inh	Smad3 FoxH1 inh	ERa coact pot	Lung fibro prol	HUVEC inhibit	MT1-MMP txn act	H69AR inhibit	CD11b adhes enh
Cc1cc(NC(=O)CSc2nnc(-c3ccco3)n2Cc2ccccc2)no1	1	5	-3	111	101	98	1.2	78	/
COC(=O)c1cc(OC)c(OC)cc1NC(=S)N1CCCCC1	-9	-7	0	94	94	90	1.2	93	-4
COc1ccc2nc(NCCCNC(=O)c3cc(OC)c(OC)c(OC)c3)c(C#N)cc2c1	-9	0	17[fluorescence artefact?]	117	95	90	1	76	4
CCOC(=O)CSc1nc2sc3c(c2c(=O)[nH]1)CCCC3	4	11	-1	86	95	85	1.2	90	-2
Cc1ccc(S(=O)(=O)C2(S(=O)(=O)c3ccc(C)cc3)CCCC2)cc1	0	5[fluorescence artefact?]	0	98	60	62	0.7	18*	-4
CCOC(=O)c1cccc(NC(=O)Nc2cc(OC)ccc2OC)c1	2	-17	5	102	98	101	1.1	81	-1
CCCc1cc(C(=O)Nc2nccs2)cs1	-1[fluorescence artefact?]	1[fluorescence artefact?]	-10	102[fluorescence artefact?]	98	99	/	98	4
CCCCCn1c(N2CCN(c3cccc(Cl)c3)CC2)nc2c1c(=O)[nH]c(=O)n2C	-9	-6	-4	89	99	85	1.1	59	1
CCOC(=O)c1cc(-c2ccncc2)nc2c1c(C)nn2-c1ccccn1	7	4	5	80[fluorescence artefact?]	84	84	1	56	/
O=S(=O)(c1ccc(Br)s1)N1CCN(c2ccccc2)CC1	8	-4	-2	104	100	89	1.1	92	0
C/C(CC1CC2=C(CC1(C)C)C(C)(C)CCC2)=N\NC(N)=S (centres undefined)	0[fluorescence artefact?]	0	5	80	95	36	1	23*	-4
CS(=O)(=O)NCc1ccc(C(=O)NCCOc2ccccc2)cc1	1	-8	-7	110	88	88	1.2	85	0
O=C(Nc1ccc(N2CCCCC2)c(Cl)c1)c1ccc2c(c1)OCCO2	0	-4	15	110[fluorescence artefact?]	87	70	/	79	0
O=C(O)CC(=O)Nc1ccccc1	-6	-8	9	108	102	96	1.3	101	1
COC(=O)C1=NN(c2ccc(C)cc2)C2(S1)SC(C(C)=O)=C(C)N2c1ccccc1 (centres undefined)	-3	8	10	98	99	98	1	99	-2
C=CCOc1c(Cl)cc(CNCCC)cc1Cl	0[fluorescence artefact?]	8[fluorescence artefact?]	6	104	100	92	1	88	-4
Cc1sc2ncnc(SCC(=O)NC(=O)NCc3ccco3)c2c1C	81*[fluorescence artefact?]	73*	-5	85[fluorescence artefact?]	94	90	1.1	88	2
CCN1CCN(C(=O)CCCCCn2c(=O)[nH]c3cc(C(=O)OC)ccc3c2=O)CC1	-11[fluorescence artefact?]	2[fluorescence artefact?]	9	122	100	85	1.2	90	6
COc1ccc(S(=O)(=O)N2CCOCC2)cc1Cl	-3	1	-9	103	105	100	1	96	-2
CCc1nnc(NC(=O)CCC(=O)N2CCN(C3CCCCC3)CC2)s1	4	-4	8	128[fluorescence artefact?]	100	93	1.1	72	0
CN(Cc1cnn(C)c1)C(=O)C1CCCCC1C(=O)O (centres undefined)	-3	-7	3	109	102	95	1.2	97	/
Cc1ccc(C(=O)c2oc3ccccc3c2N)cc1	4	-2	7	89	88	93	1.6	89	/
COC(=O)CCC(NC(=O)c1cc(C)oc1C)C(=O)OC (centres undefined)	0	-11	-9	109	102	95	1.4	89	/
Cc1c(NC(=O)Nc2cccc(Cl)c2)c(=O)n(-c2ccccc2)n1C	2	-3	-2	104[fluorescence artefact?]	100	103	1.1	93	-1
CCCc1cc(C(N)=O)c(NC(=O)c2ccoc2C)s1	12	5	0	91[fluorescence artefact?]	97	89	1	60	0
COc1cccc(-c2nnc3sc(-c4ccccn4)nn23)c1	7	7	-1	102	103	77	1.1	42	5
COc1cc(NC(=O)NCCN2CCN(c3ccc(Cl)cc3)CC2)ccc1C	22[fluorescence artefact?]	-7	-10	104	95	95	1.1	77	-4
COc1cc(-c2cc(N)n(S(=O)(=O)c3ccc(F)cc3)n2)cc(OC)c1OC	-5[fluorescence artefact?]	3[fluorescence artefact?]	-11	115[fluorescence artefact?]	97	94	/	74	17
CCCCn1c(NCCO)nc2ccccc21	-9	-1	-5	92[fluorescence artefact?]	96	91	1	93	/
Cn1c(SCCCC(=O)c2ccccc2)nnc1-c1ccncc1	-4	5[fluorescence artefact?]	-1	95	99	110	1.1	81	0
COc1ccccc1NC(=O)Cn1ncc2c1-c1ccccc1OC2	4	-8	4	100	96	103	/	96	2
COc1ccc(NC(=O)CSc2nc(N3CCCCC3)nc(N3CCCCC3)n2)cc1	-2	-9	2	110	91	91	1.1	55	/
O=C(NCCC1=CCCCC1)C1CCN(c2nc3ccccc3o2)CC1	1[fluorescence artefact?]	9[fluorescence artefact?]	7	113	98	101	1.1	88	5
CCOC(=O)CN1C=C(c2ccc3ccccc3n2)C(C[N+](=O)[O-])c2ccccc21 (centres undefined)	-5	-2	12	90[fluorescence artefact?]	97	86	1.6	83	-6
Cn1ccc(C(=O)OCC(=O)c2ccccc2)n1	-2	-2	8[fluorescence artefact?]	100	101	98	1.4	96	-7
Cc1ccc(-c2nc3ccccc3[nH]2)cc1NC(=O)c1ccco1	-4	2	0	109[fluorescence artefact?]	107	96	1.1	/	4
O=C(c1ccco1)N1CCN(S(=O)(=O)c2ccc3[nH]c(=O)oc3c2)CC1	-10	10	6	94	99	96	1.1	103	/
COc1ccccc1-c1cc(C(=O)N2CCN(c3ccc(F)cc3)CC2)no1	2	5	7	128[fluorescence artefact?]	100	53	1.2	59	5
COc1ccc(CC(=O)OCC(=O)Nc2ncc(Cl)cc2Cl)cc1OC	-4	-2	-7	99	97	104	1.3	98	-4
Cc1cc(C)c2nc(N3CCC(C(=O)N4CCN(C(=O)c5ccco5)CC4)CC3)sc2c1	-6	-7	13	84	98	93	1	90	2
O=C1c2ccccc2S(=O)(=O)N1Cc1nc2ccccc2s1	-5	3	-2	83[fluorescence artefact?]	96	97	/	95	-2
CCc1nc(-c2ccccc2)cc(=O)[nH]1	2[fluorescence artefact?]	5	0	115	104	93	1.1	105	-1
CCOC(=O)N1CCC(NC(=O)c2cc(S(=O)(=O)N3CCc4ccccc43)cn2C)CC1	-4[fluorescence artefact?]	6[fluorescence artefact?]	0	118	103	96	1.2	100	0
CC(=O)c1sc(NC(=O)c2ccc(C)cc2)nc1C	-12	5	-13	108	105	85	1.6	80	0
COc1ccc(CCn2c(C)cc3c(c2=O)C(c2ccncc2)C(C#N)=C(N)O3)cc1OC (centres undefined)	-11	-4	6	120	100	101	1	81	-2
Cc1cc(C)nc(-n2nc(C)cc2NC(=O)c2cccc(S(=O)(=O)N(C)C)c2)n1	0	-16	-1	105	104	89	1.2	72	0
CCOC(=O)c1cnn2c(C)cc(-c3ccccc3)nc12	-7	-15	5	116	106	109	1.6	91	1
CCOC(=O)c1sc(NC(C)=O)c(C(=O)OCC)c1C	8[fluorescence artefact?]	7[fluorescence artefact?]	3	141[fluorescence artefact?]	86	100	0.9	97	-4
c1ccc(-c2ncnc3cc4n(c23)CCC4)cc1	-2	-2	5	129	93	92	1.3	101	/
O=C(NC12CC3CC(CC(C3)C1)C2)N1CCC(n2nnc3ccccc32)CC1	9	6	3	93	97	93	1.1	89	2
O=C(NC1CCCCC1)C1CCCN(S(=O)(=O)c2cccs2)C1 (centres undefined)	0	-8	21	107	95	87	1.2	84	0
COc1ccccc1Nc1nc(N)nc(CN2CCC(Cc3ccccc3)CC2)n1	1	-3	-3	129	92	72	1	40*	4
Cc1ccc(-n2nc3c(c2NC(=O)c2ccc4c(c2)OCO4)CSC3)cc1	1	0	10	113	104	96	1.2	85	/
Cn1c(=O)c2c(nc(CN3CCN(c4ccccc4)CC3)n2Cc2ccccc2Cl)n(C)c1=O	-7	-7	2	116	84	75	1.1	24*	-1
CCOC(=O)CSc1nnc(Cc2cc(=O)[nH]c(=O)[nH]2)n1-c1ccc(Cl)cc1	96*[fluorescence artefact?]	0	5	119	100	96	1.3	98	-4
CCOC(=O)C1CCCN(c2cc(C)nc3cc(-c4ccc(Cl)cc4)nn23)C1 (centres undefined)	-10[fluorescence artefact?]	-17	4	107	98	68	1.1	76	/
Cc1ccc(-n2nnc3c(SCC(=O)NCC4CCCO4)ncnc32)cc1 (centres undefined)	-10	-2	6	98	97	86	0.9	86	1
CN(C)C=Nc1ncc2c3ccccc3n(CCN(C)C)c2c1C#N	1	12	-5	98	63	65	1	54	3
Cc1cc(C(=O)CSc2nnc(-c3ccco3)o2)c(C)n1Cc1ccco1	41[fluorescence artefact?]	54*[fluorescence artefact?]	-29	177	96	56	1.2	91	17
COc1cc(OC)nc(NC(=O)CCl)n1	-16	-17	0	102	101	89	1	99	-4
Additional records follow:
SMILES	ERb SRC1 inh	ERa coact inh	Smad3 FoxH1 inh	ERa coact pot	Lung fibro prol	HUVEC inhibit	MT1-MMP txn act	H69AR inhibit	CD11b adhes enh
Cc1cnn(C(=S)NCc2ccco2)c1	27	15	4	98	88	93	1.2	95	-1
CCc1nc(C)ccc1OCC(=O)NCCCN(C)C	7	-2	11	108	99	96	1.1	89	-5
C1CCC2(CC1)OCC1(CO2)COC2(CCCCC2)OC1	9[fluorescence artefact?]	1	0	88	99	90	1.2	90	-4
c1coc(-c2nc3nc4ccccc4nc3n2-c2ccc3c(c2)OCCO3)c1	7	1[fluorescence artefact?]	6	134	104	87	1.1	91	0
Cc1ccc(NC(=O)Nc2ccc3oc(C)nc3c2)cc1	-2	-2	-1	102	104	113	1.4	75	/
O=C(Nc1nnc(-c2ccncc2)s1)C1CCCO1 (centres undefined)	13	0	3	89[fluorescence artefact?]	100	86	1.3	93	/
Cc1occc1C(=O)Nc1nccs1	5	-16	6	85[fluorescence artefact?]	99	86	1.1	88	5
CCC(C)c1ccccc1NC(=S)Nc1cccnc1 (centres undefined)	0	-5	4	95	102	96	1.1	83	5
N#Cc1nc(COc2ccc(Cl)cc2)oc1N1CCCCCC1	-11	3	8	81	89	91	1.2	93	6
O=C(C1CCC(Cn2c(=S)[nH]c3ccccc3c2=O)CC1)N1CCOCC1 (centres undefined)	6	-5	4	104	95	92	1.1	92	-3
CCOC(=O)COn1c(=O)c(=O)n(OC)c2ccccc21	18	14	1	101[fluorescence artefact?]	65	96	1.2	95	0
O=C(NCc1ccco1)c1ccccc1-c1nc(-c2ccccc2)no1	-7	-12	7	98	94	80	1.1	89	0
Cc1cc(C(=O)N2CCN(C(c3ccccc3)c3ccccc3)CC2)on1	-28[fluorescence artefact?]	-6[fluorescence artefact?]	-10	86	99	108	1.1	91	2
O=C(CCN1C(=O)c2ccccc2C1=O)N1CCOCC1	-6	-1[fluorescence artefact?]	1[fluorescence artefact?]	123	101	87	1	97	/
CS(=O)(=O)NCc1csc(-c2ccccc2)n1	-4	-13	8	103	105	87	1.3	88	-1
O=C(Nc1ccc2snnc2c1)N1CCOCC1	-27	-34[fluorescence artefact?]	4	110[fluorescence artefact?]	104	104	1.1	90	-4

Ordered by the number under ERa coact pot (highest first): three from the list above.
| mol | ERb SRC1 inh | ERa coact inh | Smad3 FoxH1 inh | ERa coact pot | MT1-MMP txn act | CD11b adhes enh |
| --- | --- | --- | --- | --- | --- | --- |
| CN(Cc1cnn(C)c1)C(=O)C1CCCCC1C(=O)O (centres undefined) | -3 | -7 | 3 | 109 | 1.2 | / |
| CS(=O)(=O)NCc1csc(-c2ccccc2)n1 | -4 | -13 | 8 | 103 | 1.3 | -1 |
| CN(C)C=Nc1ncc2c3ccccc3n(CCN(C)C)c2c1C#N | 1 | 12 | -5 | 98 | 1 | 3 |
